Assay outcomes as filed in PubChem.
Bfl-1 inhibitors: Bfl-1 inhibitors, primary screen, biochemical, fluorescence polarization, FITC-Bid, mouse (AID 432) | FITC-Bid BH3 peptide fluorescence polarization displacement; higher % means a stronger effect | one-dose displacement, % at 20 µM; IC50 in µM for titrated hits | 0.02% of 64,000 active; in the data active means a potency from the dose series; inactive means the rest, 99 in 100 with displacement below about 15%; further: strong numbers were not always called active
Alkaline phosphatase: human TNAP enzyme inhibitors, biochemical, luminescent (AID 518); purified TNAP enzyme, luminescent substrate readout; higher % means a stronger effect; 0.09% of 64,000 active; one-dose inhibition, % at 20 µM; IC50 in µM for titrated hits; in the data active means a potency from the dose series; inactive means the rest, 99 in 100 with inhibition below about 22%;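 further: plate controls were vehicle for no effect and reference inhibitor for full effect; many of its hits are not listed in these tables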
MK inhibit: blocks S. pneumoniae mevalonate kinase; purified MK, PK/LDH-coupled NADH absorbance 340 nm; inhibition, % at 10 µM; 0.48% of 65,000 active; AID 555;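 active means ranked among the strongest by inhibition in the single 10 µM screen, a fixed top-ranked set picked for dose follow-up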; further: no value below 0 was filed
LYP phosphatase: LYP phosphatase inhibitors, primary screen, biochemical, DiFMUP fluorescence, recombinant catalytic domain, 10 µM (AID 606); 52,000 tested, under 10 active; recombinant LYP catalytic domain, DiFMUP fluorescence; higher % means a stronger effect; inhibition, % at 10 µM, or IC50 in µM where a hit was titrated;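 active means IC50 under 40 µM in the dose-response test; inactive means IC50 of 40 µM or more, or never dose-tested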
DPM-DC inhibit: S. pneumoniae DPM-DC inhibition; purified DPM-DC, PK/LDH coupled NADH fluorescence; calls only at 10 µM; 0.49% of 65,000 active; AID 556;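 active means the 320 compounds with the highest percent inhibition in the single-dose primary screen, excluding strongly autofluorescent ones, cut at about 32% in these data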;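 further: kinetic rate of NADH fluorescence loss reporting ADP formed by the decarboxylase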
HPDE-C7 viability: cytotoxicity in HPDE-C7 cells, cell-based, fluorescence, HTS (AID 430). 1.8% of 63,000 active. cytotoxicity, % at 10 µM; hits with a dose series show EC50 in µM. HPDE-C7 pancreatic duct cells viability, fluorescence; higher % means a stronger effect;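 further: cells exposed to compound for 48 hours before viability readout; 0% = vehicle and 100% = reference cytotoxic drug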
HT1080 cytotoxicity: HT1080 cell viability loss – fluorescence readout (AID 620) | HT1080 viability, fluorescence; higher % means a stronger effect | cytotoxicity, % at 10 µM; hits with a dose series show EC50 in µM | 0.42% of 87,000 active;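 further: cells exposed to compound overnight then 4 h with Alamar Blue; 0% = vehicle DMSO and 100% = killing control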
PMK inhibit: blocks S. pneumoniae phosphomevalonate kinase | 0.49% of 65,000 active | purified PMK, PK/LDH-coupled NADH absorbance 340 nm | inhibition, % at 10 µM | AID 539;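 active means top-ranked compounds by inhibition in the single 10 µM screen, taking a fixed number of the strongest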;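 further: 0% = full reaction with DMSO carrier and 100% = background rate without enzyme reaction; no value below 0 was filed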
KRASV12 cytotoxicity: viability loss of HPDE-C7K cells – cell-based, fluorescence, HTS, primary screen (AID 431); HPDE-C7K KRASV12 cells, Alamar Blue viability, 48 h; higher % means a stronger effect; 1.7% of 63,000 active; cytotoxicity, % at 10 µM; hits with a dose series show EC50 in µM;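 active means compounds whose percent cytotoxicity in the single-dose primary screen, scaled between solvent and toxic-drug controls, exceeds 50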;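 further: 0% = DMSO solvent wells and 100% = doxorubicin-treated wells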
PMK inhibit pilot replicates: recorded beside PMK inhibit, whose call it bears; inhibition, %; measured here: pilot screen replicates
MK inhibit pilot replicates: second read-out of MK inhibit, no call of its own (marks repeat the call); inhibition, %; measured here: pilot screen replicates
DPM-DC inhibit pilot screen %: also measured in DPM-DC inhibit; calls as there; inhibition, %; measured here: pilot screen trials
* marks the source's active call; other numbers are inactive results; i = inactive; . = no result given; + = active, no number. Unless noted, no stated cut-off is given here; in the data, active means cytotoxicity above about 50%; inactive means the rest.

SMILES	Bfl-1 inhibitors	Alkaline phosphatase	MK inhibit	LYP phosphatase	DPM-DC inhibit	HPDE-C7 viability	HT1080 cytotoxicity	PMK inhibit	KRASV12 cytotoxicity	others
NC(=O)C1(N2CCCCC2)CCN(Cc2ccccc2Cl)CC1	0%	15%	2	-7%	i	3%	-7%	4	22%	PMK inhibit pilot replicates=5.0;MK inhibit pilot replicates=1.5;DPM-DC inhibit pilot screen %=0.0
CC(=O)N1CCCc2cc(S(=O)(=O)NCCC3=CCCCC3)ccc21	0%	-7%	9	.	i	-8%	3%	8	-5%
O=S1(=O)N=C(N2CCCc3ccccc32)c2ccccc21	-3%	9%	0	.	i	8%	-3%	0	2%
Cn1c(=O)cc(SCC(=O)N2CCN(c3ccccn3)CC2)c2ccccc21	-8%	1%	0	.	i	-2%	1%	18	1%
Fc1cccc(Cl)c1Cn1nnc2c(-n3ccnc3)ncnc21	0%	13%	5	-3%	i	-8%	-10%	10	-3%
COc1ccc(NC(=O)c2ocnc2C)cc1OC	10%	14%	5	.	i	-33%	16%	9	-11%
COc1ccc(Cc2nc(-c3cccs3)no2)cc1OC	4%	6%	8	1%	i	6%	4%	10	4%
CC[N+](CC)(CC)C/C(N)=N/O	-7%	10%	15	8%	i	1%	-14%	11	-4%
O=C(Nc1cccc2cccnc12)c1cccnc1	0%	0%	13	.	i	-1%	5%	6	9%
COc1ccc(OC)c(S(=O)(=O)NCCO)c1	0%	14%	6	6%	i	2%	14%	0	-5%	PMK inhibit pilot replicates=3.0;MK inhibit pilot replicates=5.0;DPM-DC inhibit pilot screen %=0.0
CC12CC3CC(C)(C1)CC(C(=O)Nc1nn[nH]n1)(C3)C2	4%	-1%	2	6%	i	1%	7%	6	3%
COC(=O)c1sccc1NC(=O)CSc1nnnn1-c1ccccc1F	-4%	9%	12	7%	i	-2%	0%	3	12%
Cc1cccc(Nc2ccccc2C(=O)OCC(=O)N2CCOCC2)c1C	-9%	4%	11	.	i	2%	26%	13	6%
CCOC(=O)c1sc(=NC(=O)c2ccc(OC)c(OC)c2)n(C)c1C	8%	15%	7	-14%	i	8%	6%	11	6%	PMK inhibit pilot replicates=4.0;MK inhibit pilot replicates=0.0;DPM-DC inhibit pilot screen %=8.5
CCN(CC)c1ccc(C2C(C(=O)Nc3ccccn3)=C(C)NC3=C2C(=O)CC(C)(C)C3)cc1 (stereo not drawn)	-1%	9%	3	4%	i	-2%	-2%	4	-1%

Grouped by structure: the compounds so far with fluorine.
SMILES	Bfl-1 inhibitors	Alkaline phosphatase	MK inhibit	LYP phosphatase	DPM-DC inhibit	HPDE-C7 viability	HT1080 cytotoxicity	PMK inhibit	KRASV12 cytotoxicity	others
Fc1cccc(Cl)c1Cn1nnc2c(-n3ccnc3)ncnc21	0%	13%	5	-3%	i	-8%	-10%	10	-3%
COC(=O)c1sccc1NC(=O)CSc1nnnn1-c1ccccc1F	-4%	9%	12	7%	i	-2%	0%	3	12%

Following part.
SMILES	Bfl-1 inhibitors	Alkaline phosphatase	MK inhibit	LYP phosphatase	DPM-DC inhibit	HPDE-C7 viability	HT1080 cytotoxicity	PMK inhibit	KRASV12 cytotoxicity	others
COC(=O)Cn1c(C)c(C(C)=O)c(C(C)=O)c1C	-7%	2%	0	.	i	-1%	4%	5	0%
COc1c(C)cc(Br)cc1C(=O)Nc1ccc(N2CCN(S(C)(=O)=O)CC2)cc1	-7%	6%	7	12%	i	-3%	4%	8	1%
O=C(Nc1ccc(N2CCN(C(=O)c3ccco3)CC2)c(Cl)c1)c1c(F)c(F)c(F)c(F)c1F	-4%	9%	6	-4%	i	56%*	-3%	6	103%*
C=C(C)c1cccc(C(C)(C)NC(=O)N2CC(C)OC(C)C2)c1 (stereo not drawn)	5%	7%	0	-4%	i	-6%	-3%	0	-4%
Cc1ccc(C)c(N2CCN(C(=O)c3cc4ccccn4n3)CC2)c1	4%	5%	7	1%	i	1%	0%	12	-3%	PMK inhibit pilot replicates=2.5;MK inhibit pilot replicates=0.0;DPM-DC inhibit pilot screen %=4.0
CN(C)c1ccc(C=Nc2cnn(C)c2C(N)=O)cc1	-7%	14%	0	10%	i	-1%	6%	18	-7%
C(=N\c1nc2ccccc2n1CCN1CCCCC1)/c1cccs1	3%	12%	24	5%	i	-4%	30%	3	-6%
CCOC(=O)c1[nH]c(C)c(C(=O)N2CCc3ccccc32)c1C	-5%	3%	0	-1%	i	59%*	58%*	9	58%*
CN1CCN(CCCNC(=O)Nc2cccc3ccccc23)CC1	2%	1%	0	16%	i	-2%	4%	10	-16%
COc1ccc(NC(C)=O)cc1NC(=O)CN1CCN(CC(=O)Nc2ccc(Cl)cc2)CC1	-8%	9%	7	1%	i	-12%	3%	15	-9%
COc1ccc(NS(=O)(=O)c2cccc(C(=O)O)c2)cc1	-5%	2%	1	.	i	4%	-1%	9	-1%
CC(=O)c1c(N)n(C)c(=O)n(C)c1=O	0%	4%	2	2%	i	4%	2%	18	4%
Cc1ccc(S(=O)(=O)Cc2ccc(C(=O)N3CCN(Cc4ccccc4)CC3)o2)cc1	16%	10%	11	10%	i	2%	-5%	6	1%	PMK inhibit pilot replicates=5.0;MK inhibit pilot replicates=1.5;DPM-DC inhibit pilot screen %=11
COc1ccccc1OCc1nc(Cc2ccc(Cl)cc2)no1	-4%	8%	9	-1%	i	-14%	-8%	7	-7%
Cc1occc1-c1nnc(SCC(=O)N2CCOCC2)n1Cc1ccco1	-6%	12%	9	3%	i	-7%	2%	27*	-3%	PMK inhibit pilot replicates=+;MK inhibit pilot replicates=0.0;DPM-DC inhibit pilot screen %=0.0
O=C(Nc1cccc(-c2nc3cc(Cl)ccc3o2)c1)C1CCCO1 (stereo not drawn)	-4%	11%	10	-3%	i	26%	4%	6	34%
COC(=O)CN(c1cccc(C(C)=O)c1)S(C)(=O)=O	-9%	2%	3	-8%	i	2%	4%	9	0%
O=C(Cn1c(=O)[nH]c2ccsc2c1=O)N1CCN(c2ccc(F)cc2)CC1	-4%	24%	5	0%	i	10%	14%	0	21%	PMK inhibit pilot replicates=6.0;MK inhibit pilot replicates=2.0;DPM-DC inhibit pilot screen %=0.0
COc1ccc(N(CC(=O)Nc2cccc(C(=O)O)c2)S(=O)(=O)c2c(C)noc2C)cc1	-3%	9%	1	14%	i	-8%	3%	16	-2%
O=C(N1CCCCC1)C1(c2ccccc2)CCOCC1	-2%	12%	11	-12%	i	-5%	-1%	16	5%
O=C(Nc1ccccc1C(=O)NCc1ccccc1)c1ccco1	-6%	16%	0	13%	i	1%	-4%	0	2%
CC(C)CCn1c(=O)c2ccccc2n2c(COC(=O)c3ccc(S(=O)(=O)N(C)C)cc3)nnc12	-3%	7%	1	-2%	i	-2%	-2%	15	2%
CC1(C)Cc2noc(N)c2C(C)(C)N1O	4%	7%	6	17%	i	-2%	28%	3	-2%	PMK inhibit pilot replicates=3.0;MK inhibit pilot replicates=2.5;DPM-DC inhibit pilot screen %=2.5
CCOC(=O)N1CCN(C(=O)CCc2c(C)nc3c(c(C)nn3-c3ccc(C)c(C)c3)c2C)CC1	1%	9%	7	4%	+	-8%	1%	13	12%	PMK inhibit pilot replicates=6.5;MK inhibit pilot replicates=0.0;DPM-DC inhibit pilot screen %=34*
O=C(Nc1nnc(-c2ccccc2)o1)Nc1ccccc1Cl	0%	20%	1	15%	i	22%	-2%	3	7%
CC(C)(C)c1ccc(Cn2nnc3c(=O)[nH]c(C4CCCN(C(=O)Cc5cccs5)C4)nc32)cc1 (stereo not drawn)	2%	11%	13	-4%	i	16µM*	-11%	15	18µM*
CC1(N2CCCCC2)CC2(O)C(=[N+]1[O-])CCC/C2=N\O (stereo not drawn)	-1%	23%	9	10%	i	-2%	0%	5	16%
CN(C)S(=O)(=O)c1cccc(C(=O)OCC(=O)Nc2ccccc2OC(F)F)c1	3%	8%	0	.	i	0%	0%	3	-5%
COc1cc(C(=O)NCC(c2ccco2)N2CCCC2)ccc1OCc1c(C)noc1C (stereo not drawn)	-1%	1%	3	-2%	i	.	1%	13	.
O=c1c2ccccc2[nH]c(=S)n1CCN1CCN(Cc2ccccc2)CC1	3%	13%	9	-5%	i	-4%	2%	0	1%
CCn1c(=O)cc(OCC(=O)Nc2ccccc2N2CCN(C)CC2)c2ccccc21	6%	6%	0	.	i	7%	-6%	1	1%
COc1ccc(OC)c2c1CCC2=O	-5%	8%	8	7%	.	-2%	22%	0	5%
Cc1cc(NC(=O)C2CCCN(S(=O)(=O)c3c(C)noc3C)C2)no1 (stereo not drawn)	1%	12%	8	4%	i	10%	0%	0	3%
CCn1nc(NC(=O)c2ccncc2)c2cc3ccc(C)cc3nc21	-1%	15%	6	6%	i	0%	23%	8	14%
COc1ccc(CCNS(=O)(=O)c2cccc(C(=O)O)c2)cc1OC	8%	6%	0	4%	i	-10%	-4%	18	1%
Clc1nc(-c2n[nH]nc2Cl)n[nH]1	2%	5%	.	4%	.	-14%	-5%	.	-2%
C=CCNc1nnc(C)c2ccccc12	1%	15%	7	9%	i	.	-2%	2	.
CCOc1ccccc1OCC(=O)NCc1ccco1	15%	15%	5	11%	i	7%	-4%	6	8%	PMK inhibit pilot replicates=2.0;MK inhibit pilot replicates=0.0;DPM-DC inhibit pilot screen %=2.5
CCCn1nnc(NC(=O)c2cc(Br)cc(Br)c2OC)n1	6%	10%	5	0%	i	-8%	10%	3	7%
CCC(=O)Nc1cc2nn(-c3ccc(OC)cc3)nc2cc1C	-5%	6%	0	-1%	.	-25%	16%	21	-16%
CCN(CC)CCN1C(=O)C(O)=C(C(=O)c2sc(C)nc2C)C1c1cccnc1 (stereo not drawn)	-7%	12%	3	3%	i	-3%	0%	3	-9%
CC(C)NC(=O)c1cccc(Cn2cc(Cl)cn2)c1	-5%	8%	12	-9%	i	.	21%	3	.
CC(CCc1ccccc1)NC(=O)CN1CCN(Cc2ccccc2)C1=O (stereo not drawn)	-3%	16%	0	-31%	i	-21%	2%	13	-2%
CCOC(=O)N1CCC(NC(=O)c2sc3nc4n(c(=O)c3c2C)CCCC4)CC1	8%	4%	7	3%	i	-11%	.	0	0%
CCOC(=O)c1ccc(NC(=O)C2CCN(S(=O)(=O)c3ccccc3)CC2)cc1	5%	7%	5	-8%	i	23%	7%	7	7%
CN(C)S(=O)(=O)c1ccc(C(=O)Nc2ccccn2)cc1	5%	10%	6	-7%	i	1%	7%	7	-7%

2 neighbouring records already listed, for reference:
SMILES	Bfl-1 inhibitors	Alkaline phosphatase	MK inhibit	LYP phosphatase	DPM-DC inhibit	HPDE-C7 viability	HT1080 cytotoxicity	PMK inhibit	KRASV12 cytotoxicity	others
CCOC(=O)c1ccc(NC(=O)C2CCN(S(=O)(=O)c3ccccc3)CC2)cc1	5%	7%	5	-8%	i	23%	7%	7	7%
CN(C)S(=O)(=O)c1ccc(C(=O)Nc2ccccn2)cc1	5%	10%	6	-7%	i	1%	7%	7	-7%
